# Compound activity as filed in PubChem BioAssay.
# EPAC2 ag: EPAC2 (human) agonism; Q8WZA2; Potency, µM (series often up to 154 µM), without a hit: at the highest dose activation, most hits filed as activators; EPAC2 activation, biochemical qHTS; response scale: 100% = 6.5 mM cAMP response; 0.079% of 360,000 active; also: potency is read from the fitted curve at half-maximal effect; nearly all actives have a fitted effect of over 50% in size
#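 Compounds were titrated in qHTS against a Rap1B-BODIPY-GDP (250 nM) complex with EPAC2 (100 nM) and GDP (50 uM). BODIPY-GDP release tracked at 480/540 nm over 30 min at room temperature, normalized to 6.5 mM cAMP.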
# EPAC1 antag: antagonists of human EPAC1. O95398. EPAC1 GEF assay, Rap1b-BODIPY-GDP exchange fluorescence. Potency, µM (series often up to 115 µM), for the others: top-dose activity change, negative = inhibition, hits mostly inhibitors. 0.14% of 360,000 active. AID 720709;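 also: potency is read from the fitted curve at half-maximal effect; plate controls were vehicle for no effect and positive control for full effect; nearly all actives have a fitted effect of over 50% in size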
# PLK1 PBD inh: blocks phosphopeptide binding to human PLK1 polo-box domain; P53350; Plk1 PBD binding of FITC phosphopeptide, fluorescence polarization; Potency, µM, without a hit: max response, negative = inhibition, actives largely listed as inhibitors; 2.8% of 360,000 active; also: potency is read from the fitted curve at half-maximal effect; series mostly up to about 57 µM; % is scaled to controls: 0 for no effect and ±100 for the full control effect; nearly all actives have a fitted effect of over 65% in size
# PI5P4Ka inh: inhibitors of human PI5P4K alpha | PI5P4Kalpha enzyme, ADP-Glo luminescence, 60 min; active compounds read low | max response, % | 1.2% of 330,000 active; active = max response of -50% or lower; inconclusive = between -30% and -50%; inactive = -30% or higher; also: value at the top dose of about 77 µM; % is scaled to controls: 0 for no effect and ±100 for the full control effect
#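 Luminescence from ADP-Glo served as readout of PI5P4Kalpha activity in a qHTS format. Reaction: enzyme, substrate, compound, ATP at 5 microM final, 60 min at RT.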
# WRN helicase inh: blocks human WRN helicase; Potency, µM (highest dose often 114 µM), inactives show at the highest dose activity change, negative = inhibition, hits mostly inhibitors; AID 651768; 0.46% of 360,000 active; WRN helicase unwinding, fluorescent forked duplex, kinetic; Q14191; also: potency is read from the fitted curve at half-maximal effect; % is scaled to controls: 0 for no effect and ±100 for the full control effect; nearly all actives have a fitted effect of over 55% in size
#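 Fluorescence dequenching readout, ex 525 nm/em 598 nm, kinetic mode: forked duplex DNA (100 nM final) with adjacent fluorophore and quencher unwound by WRN (20 nM final) with 2 mM ATP. Compound preincubation 15 min, room temperature.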
# IL-2 act: activators of IL-2; IL-2 activation reporter assay, cell-based qHTS; stimulated with anti-CD3/CD4/CD28 beads; in transgenic mouse T cells; activation, % (series mostly up to about 46 µM); 0.065% of 360,000 active; AID 652025; in the data active = activation above about 50%; inconclusive = mostly about 30% to 49%; also: 0% is about no effect
#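 Unstimulated transgenic mouse T cells; 60-min compound exposure; bead-based TCR/CD4/CD28 stimulation; 18 h culture, 37 degrees C; dual fluorescence (EGFP, DsRed) plate cytometry.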
# EPAC1 agonist: activates human EPAC1 exchange factor. AID 720707. Potency, µM (titrated, usually from 154 µM), for inactives: top-dose activation, usual class: activators. 0.073% of 360,000 active. O95398. EPAC1 agonist qHTS, biochemical assay; response scale: 100% = response to 6.5 mM cAMP; also: potency is read from the fitted curve at half-maximal effect; nearly all actives have a fitted effect of over 60% in size
#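 EPAC1 100 nM, Rap1B–BODIPY-GDP 250 nM, unlabeled GDP 50 uM; compound titration; 5 min RT; kinetic read ex480/em540 at 5-min intervals ×30 min; data normalized to 6.5 mM cAMP agonist control.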
# CCT chaperon mod: cytosolic chaperonin activity modulation; activity change, % (test concentration not listed), hits read low; 0.3% of 360,000 active; purified chaperonin ATPase assay, HTRF ADP detection, 30 min; in the data active = activity change below about -30%; also: % is scaled to controls: 0 for no effect and ±100 for the full control effect
#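 TRiC at 40 or 20 nM final (batch-dependent) in 30 mM Tris pH 7.4, 100 mM KCl, 5 mM MgCl2, 1 mM DTT, with compound at single 76 uM and 10 uM ATP, 30 min at 37 deg C. ADP detected by HTRF Transcreener, 665/615 ratio.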
# An asterisk follows results filed as active; ? = inconclusive; / = not tested or not shown; [ ] = remark or other dose. Unless noted, calls follow the shape of the dose curve; as a rule, active = well fitted curve in the direction sought with a large enough effect; inconclusive = small, poorly fitted or top-dose-only effect, or another doubt; inactive = no such curve, though single readings can be large; an effect the other way counts as inactive or inconclusive. The list is partial (hit frequency here may not be typical).
# The first 3 records, to show the layout:
SMILES,EPAC2 ag,EPAC1 antag,PLK1 PBD inh,PI5P4Ka inh,WRN helicase inh,IL-2 act,EPAC1 agonist,CCT chaperon mod
CCc1cccc(NC(=O)CCCN2C(=O)NC(C)(C)C2=O)c1,7.1%,8.1%,-2.2%,1.2,-17.3%,0.2,11.8%,-2.1
CC1CCCC(NC(=O)CSc2nncs2)C1C (centres undefined),8.1%,-5.0%,-18.1%,-1.0,3.4%,0.0,7.4%,1.4
CSc1nc(Oc2ccc(=O)n(C)n2)nc(N(C)C)n1,10.7%,-4.2%,-19.8%,7.9,-7.3%,-1.9,5.0%,0.3

# Main list, from the first entry:
SMILES,EPAC2 ag,EPAC1 antag,PLK1 PBD inh,PI5P4Ka inh,WRN helicase inh,IL-2 act,EPAC1 agonist,CCT chaperon mod
CCc1cccc(NC(=O)CCCN2C(=O)NC(C)(C)C2=O)c1,7.1%,8.1%,-2.2%,1.2,-17.3%,0.2,11.8%,-2.1
CC1CCCC(NC(=O)CSc2nncs2)C1C (centres undefined),8.1%,-5.0%,-18.1%,-1.0,3.4%,0.0,7.4%,1.4
CSc1nc(Oc2ccc(=O)n(C)n2)nc(N(C)C)n1,10.7%,-4.2%,-19.8%,7.9,-7.3%,-1.9,5.0%,0.3
CC(=O)OCc1c(COC(C)=O)[n+](=O)c2ccccc2n1[O-],1.0%,8.7%,-2.0%,/,6.0%,3.6,4.2%,1.7
CCOC(=O)C1CCCN(C(=O)c2cccs2)CC1 (centres undefined),2.4%,-4.6%,-0.9%,0.5,-2.2%,0.6,-8.6%,0.5
CN(CC(=O)Nc1ccc(F)cc1)C(=O)COC(=O)c1ccccc1,1.9%,-9.2%,1.7%,-4.2,-2.7%,2.5,?,0.5
CCOC(=O)C1=C(C)NC(=O)NC1c1ccc(-c2ccccc2F)o1 (centres undefined),-10.7%,11.4%,10.4%,2.3,-24.2%[57.1 µM],-0.7,2.4%,1.9
COc1ccc(CCNC(=O)c2ccc(=O)[nH]c2)cc1OC,0.7%,2.0%,5.7%,-5.7,1.5%,-3.5,-0.7%,0.0
COCCNC(=O)C(c1ccc(C)cc1)N(C(=O)CCC(=O)Nc1ccccn1)C1CCCCC1 (centres undefined),0.8%,-16.8%,-0.1%,-3.1,-5.7%,-2.0,-2.6%,-0.2
C(=C\c1ccccc1)/CN1CCN(C(c2nnnn2C2CCCC2)C2CC2)CC1 (centres undefined),0.6%,-20.6%,-1.4%,-4.7,-2.9%,-0.1,-3.2%,-0.5
COC(=O)c1c(-c2ccc(OC)cc2)oc2ccc(-c3ccc(OC)nc3)cc12,13.8%,-9.2%,-15.3%,-5.6,6.6%,-0.2,-19.3%,-0.8
COCCN1Cc2cccc(C(=O)NCc3ccccn3)c2C1=O,2.6%,-0.3%,-6.4%,-6.2,1.5%,-1.3,-8.4%,-0.5
CC1=C(C)CC(C(=O)NNC(=O)c2ccccc2O)C(C(=O)O)C1 (centres undefined),-1.0%,4.5%,-3.6%,-4.1,-3.3%,1.3,2.8%,1.2
CCC1(c2ccccc2)NC(=O)N(CC(=O)Nc2cc(Cl)ccc2N2CCN(C)CC2)C1=O (centres undefined),2.4%,-5.2%,1.5%,-0.7,-1.0%,-0.2,-2.5%,-0.6
CCNC(=S)N1CCN(CC)CC1,8.2%,-32.5%,-21.4%,1.3,-16.9%,-0.5,11.0%,-0.1
O=C(CNCC1CCCO1)NCc1ccco1 (centres undefined),3.7%,8.0%,-0.8%,1.6,8.2%,-3.4,-9.6%,3.0
Cc1cc(C)cc(N(C(C)C(=O)NCc2ccc3c(c2)OCO3)S(C)(=O)=O)c1 (centres undefined),1.4%,14.7%,1.7%,-4.5,10.2%,-0.8,2.8%,-0.1
O=C(O)c1ccc(COc2ccc3c(c2)CCC3)cc1,5.1%,?,-1.9%,-0.4,-8.6%,2.0,6.8%,-2.0
CSc1ccc(Cl)c(C(=O)OCC(=O)N2CC(C)OC(C)C2)c1 (centres undefined),-2.0%,0.9%,-3.6%,9.3,4.6%,0.2,1.2%,-2.6
CCOC(=O)c1c(NC(=O)CN2CCN(C(=O)c3ccco3)CC2)sc(C)c1C,-13.2%,6.9%,0.0%,0.1,-14.2%,-1.9,-5.2%,0.9
CC(=O)NC(c1ccc(F)c(F)c1)c1nc(-c2ccc(F)c(Cl)c2)cs1 (centres undefined),2.5%,-9.3%,-4.0%,4.6,-16.9%,-0.6,-12.8%,-0.6
O=C(COc1ccc([N+](=O)[O-])cc1)N/N=C/c1cc([N+](=O)[O-])ccc1N1CCOCC1,11.7%,-10.3%,-9.4%,5.0,-1.3%,0.1,-2.1%,-2.3
CC1CN(C(=O)c2cc(S(=O)(=O)N(C)c3ccc(F)cc3)ccc2Cl)CC(C)O1 (centres undefined),-0.6%,-28.9%,-2.1%,-0.4,0.1%,-4.2,-11.4%,-0.1
CN1CCc2c(sc(NC(=O)c3cc(Cl)sc3Cl)c2C(N)=O)C1,-4.4%,5.3%,0.0%,1.8,13.4%,-0.2,-11.1%,0.9
O=S(=O)(c1cnc(Cl)c(Cl)c1)N1CCN(c2ncccn2)CC1,-1.5%,3.6%,-3.8%,-4.0,0.9%,-2.8,8.0%,-7.8

# (further entries)
SMILES,EPAC2 ag,EPAC1 antag,PLK1 PBD inh,PI5P4Ka inh,WRN helicase inh,IL-2 act,EPAC1 agonist,CCT chaperon mod
Clc1ccc(OCCOCCNCc2ccccc2)cc1Cl,0.8%,-6.2%,2.3%,2.4,7.6%,5.1,0.0%,-3.1
O=C(COn1nnc2ccccc21)NCC1CCCCC1,-0.7%,0.1%,-5.4%,-1.3,1.0%,-0.4,-4.2%,-1.6
CCOC(=O)N1CCN(C(=O)CN2C(=O)COc3ccc(C(C)(C)C)cc32)CC1,5.7%,4.3%,?,/,-11.5%,-2.1,3.2%,-2.2
C=CCn1c(SCC(=O)N2CC(=O)Nc3ccccc32)nc2scc(-c3cccs3)c2c1=O,-3.8%,-15.6%,-6.8%,1.5,-1.6%,-1.2,12.7%,-10.8
CC(=O)Nc1ccc(S(=O)(=O)N2CCN(c3nc(NC4CCCC4)c4ccccc4n3)CC2)cc1,14.7%,-10.8%,-2.7%,-7.4,-7.8%,-0.9,14.4%,-0.5
COc1cc(C2=NOC(C(=O)N3CCCc4ccccc43)C2)cc(OC)c1OC (centres undefined),8.5%,4.2%,-9.1%,/,-8.5%,-1.3,8.8%,-4.5
CCN(CC)C(=O)COc1coc(CN2CCN(Cc3ccccc3)CC2)cc1=O,2.5%,-2.7%,0.1%,1.4,8.7%,0.8,-10.1%,0.2
CCS(=O)(=O)c1nc(S(=O)(=O)c2ccc(Cl)cc2)c(N2CCc3ccccc3C2)s1,3.9%,-11.3%,0.5%,-5.3,-18.3%,-0.1,4.7%,-2.9
CCc1cc(=O)oc2cc(OC(=O)CN3C(=O)NC4(CCCC4)C3=O)ccc12,7.4%,1.4%,-11.5%,-0.2,-8.1%,-0.7,-2.9%,-4.6
CCC1CN2CCc3cc(OC)c(OC)cc3C2CC1CC1c2cc(OC)c(OC)cc2CCN1C(=O)C(Cc1c[nH]c2ccccc12)NC(=O)OC(C)(C)C (centres undefined),-8.6%,-25.8%,-1.1%,1.3,-3.7%,-0.3,4.5%,-3.2
O=C(NCCCN1CCOCC1)c1cc(-c2ccc(Br)cc2)nc2ccccc12,-7.9%,-1.6%,-1.5%,0.0,-8.1%,-3.0,-0.7%,-3.3
CC(=O)Nc1ccc(S(=O)(=O)NCCC(=O)OCC(=O)c2cccc(Br)c2)cc1,4.6%,17.1%,-0.3%,1.4,-7.8%,-3.2,-4.1%,1.7
CCN(CC)C(=O)C1=C(C)NC(=S)NC1c1ccc(C)s1 (centres undefined),3.3%,-20.2%,-16.7%,-11.4,3.2%,0.1,0.5%,0.0
CC(C1CC2CCC1C2)n1c(COc2ccccc2F)nnc1SCC(N)=O (centres undefined),2.8%,-0.6%,-7.3%,-0.7,0.4%,-1.4,-7.7%,-0.2
Cn1nc(C(=O)OCCN2C(=O)c3ccccc3C2=O)c2ccccc2c1=O,-0.2%,?,-5.2%,-0.7,12.0%,0.3,0.0%,-0.8
O=S(=O)(c1cccs1)N1CCCCC1,9.7%,-3.3%,-2.2%,2.1,8.8%,-1.4,-1.4%,-5.6
CC(=O)Nc1ccc(S(=O)(=O)N2CCSC2c2ccco2)cc1 (centres undefined),9.5%,2.8%,-1.4%,-1.4,1.3%,-4.5,-4.3%,-4.1
CCCOc1ccc(-c2nnc(N)s2)cc1,-9.3%,-4.0%,-5.7%,-5.2,8.6%,1.4,3.6%,0.3
O=C(COC(=O)c1ccccc1O)NC12CC3CC(CC(C3)C1)C2,8.8%,-2.3%,-11.6%,4.8,-10.9%,0.5,12.7%,-1.8
COc1cc(OC)cc(C(=O)Nc2ccccc2C(=O)NC2CC2)c1,-4.5%,9.0%,2.5%,-1.4,3.4%,-0.6,6.3%,-1.6
O=C(/C=C/c1ccc(Cl)c(Cl)c1)NC1=NCCS1,-7.9%,-5.5%,21.2µM*,-1.5,3.5%,1.7,-13.2%,-0.2
COc1ccc(OC)c(N2C(=O)C(Cl)=C(N3CCOCC3)C2=O)c1,-1.1%,-4.5%,-3.5%,4.9,0.5%,-0.1,-0.4%,0.0
O=C(Cc1ccc(Br)cc1)NCCc1ccccc1,11.9%,5.5%,-8.9%,-0.6,10.6%,-0.5,12.8%,-2.0
Nc1ncnc2c1ncn2[C@@H]1O[C@H](CN=C2NS(=O)(=O)c3ccccc32)[C@@H](O)[C@H]1O,6.4%,-4.2%,-9.2%,5.0,4.0%,1.0,-12.7%,-1.5
COc1ccc(S(=O)(=O)NCc2cccnc2)cc1NC(=O)c1ccccc1,3.1%,16.6%,4.2%,-6.3,-4.7%,0.0,-9.5%,-1.4
COc1ccccc1NC(=O)c1ccc(COc2ccccc2OC)o1,7.5%,-11.1%,-3.4%,/,-11.9%,-0.7,16.8%,-1.6
COc1ccc(C(=O)NCC(=O)N2CCCC(C)C2)cc1OC (centres undefined),4.7%,?,-2.9%,8.5,-1.7%,-1.4,1.5%,-0.1
O=C(NCCc1ccccc1)C1CCN(C(=O)c2ccc(F)cc2)CC1,9.2%,2.1%,0.0%,-7.3,-0.8%,1.6,4.5%,0.0

# 2 compounds from above, reduced to CCT chaperon mod, EPAC1 antag and WRN helicase inh:
structure | CCT chaperon mod | EPAC1 antag | WRN helicase inh
COCCNC(=O)C(c1ccc(C)cc1)N(C(=O)CCC(=O)Nc1ccccn1)C1CCCCC1 (centres undefined) | -0.2 | -16.8% | -5.7%
C(=C\c1ccccc1)/CN1CCN(C(c2nnnn2C2CCCC2)C2CC2)CC1 (centres undefined) | -0.5 | -20.6% | -2.9%
